# Screening results deposited in PubChem by The Scripps Research Institute Molecular Screening Center.
# TAAR1 agonist: human TAAR1 agonists, primary screen, Fluo-8 calcium fluorescence, CHO RD-HGA16 cells; Trace amine-associated receptor 1 (Homo sapiens), Q96RJ0; vehicle wells 0%, saturating PEA agonist 100%; activation, % at 3 µM; hit rate 0.99% among 360,000; AID 624467, 2012;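 active = activation above the mean activation of all test compounds in the run plus 3 SD, cut at about 38% in these data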
# Target sequence (Q96RJ0 whole entry, looked up): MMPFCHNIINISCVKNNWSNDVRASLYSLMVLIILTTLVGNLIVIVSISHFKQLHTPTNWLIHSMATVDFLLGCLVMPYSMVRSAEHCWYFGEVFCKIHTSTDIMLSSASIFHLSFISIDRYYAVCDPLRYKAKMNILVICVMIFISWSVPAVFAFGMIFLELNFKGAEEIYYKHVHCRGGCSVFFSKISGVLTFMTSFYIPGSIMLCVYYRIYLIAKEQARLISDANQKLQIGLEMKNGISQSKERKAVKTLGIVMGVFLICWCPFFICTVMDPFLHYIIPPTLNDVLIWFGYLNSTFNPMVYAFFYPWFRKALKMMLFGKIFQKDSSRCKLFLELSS
#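 Test system: RD-HGA16 (CHO) cells co-expressing Gα16 and hTAAR1 | Doses: Single dose, 3 µM | Schedule: 17-24 h seeding, 75 min 37 °C dye, 30 min RT | Evaluation: % activation from peak over basal fluorescence ratio, DMSO-to-PEA scaled | Technique: Kinetic Fluo-8 calcium fluorescence | Benchmarks: Low control DMSO, high control PEA (EC100)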
# TAAR1 antagonist: human TAAR1 antagonists, primary screen, Fluo-8 calcium fluorescence, CHO RD-HGA16 cells | Trace amine-associated receptor 1 (Homo sapiens), Q96RJ0 | antagonist | inhibition, % at 3 µM | hit rate 1.5% among 360,000 | AID 624466, 2012;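 active = inhibition above a per-plate cutoff, the mean inhibition of test compounds on that plate plus 3 SD, cut at about 49% in these data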;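 also: 0% = DMSO plus EC80 beta-PEA response and 100% = DMSO alone without agonist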
#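 Test system: hTAAR1-expressing CHO RD-HGA16 cells, Gα16-coupled; Probe or stimulus: EC80 β-phenethylamine stimulus; Compound dosing: single nominal final test compound concentration of 3 µM; Timing: 140 s kinetic read after compound, 140 s after agonist; Signal: Fluo-8 calcium-sensitive fluorescence; Measure: % inhibition of agonist calcium response; Controls: DMSO and EC80 PEA controls.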
# CHRM1 antagonist: human M1 muscarinic receptor antagonists, primary screen, CHO-K1 cells, Fluo-8 calcium fluorescence, 1536-well; Muscarinic acetylcholine receptor M1 (Homo sapiens), P11229; CHO-K1 hM1, ACh EC80 antagonist; inhibition, % at 3 µM; hit rate 1.3% among 360,000; AID 588852, 2011;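 active = percent inhibition above its own plate's cutoff, namely the mean of that plate's compound wells plus 3 SD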;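 also: peak over basal fluorescence ratio during 140 s after agonist addition; 0% = ACh EC80 plus DMSO and 100% = DMSO alone without agonist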
# OXTR potentiator: human OXTR potentiators, primary screen, fluorescence, CHO-OTR cells, Fluo-8 calcium; Oxytocin receptor (Homo sapiens), P30559; Fluo-8 calcium fluorescence, potentiator mode; 0% = oxytocin EC15, 100% = EC100; activation, % at 3 µM; hit rate 0.061% among 320,000; AID 2445, 2010;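 active = activation above that plate's cutoff, the mean activation of tested compounds plus 3 SD, cut at about 6.6% in these data, passing the limit was not always enough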;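 also: 100% uses oxytocin at 75 nM as the full agonist control; some results filed as inactive read as strong as hits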
# Target sequence (P30559 whole entry, looked up): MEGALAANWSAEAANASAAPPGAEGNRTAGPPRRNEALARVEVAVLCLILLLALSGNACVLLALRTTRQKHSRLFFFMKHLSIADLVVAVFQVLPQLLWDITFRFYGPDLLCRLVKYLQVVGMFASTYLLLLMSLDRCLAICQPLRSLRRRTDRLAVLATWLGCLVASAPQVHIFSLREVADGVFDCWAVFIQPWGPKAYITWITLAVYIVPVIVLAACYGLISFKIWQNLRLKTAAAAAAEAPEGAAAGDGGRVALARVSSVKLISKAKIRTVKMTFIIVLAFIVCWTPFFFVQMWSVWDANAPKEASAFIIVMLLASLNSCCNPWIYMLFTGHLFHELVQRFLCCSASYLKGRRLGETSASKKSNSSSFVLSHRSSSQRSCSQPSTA
#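 System: human OTR in CHO cells / Also added: sub-maximal oxytocin, roughly EC15 / Control set: EC15 oxytocin low, 75 nM oxytocin high / Schedule: 6 min compound pre-incubation at room temperature, 100 s kinetic read / Compound: single-point 3.0 µM / Replication: singlicate / Technique: Fluo-8 calcium dye fluorescence / Read-out basis: % activation of max/min ratio relative to oxytocin controls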
# V1aR counter: agonists of human V1a receptor, primary screen, counter-screen for OXTR agonist project, fluorescence, CHO-V1R cells. Vasopressin V1a receptor (Homo sapiens), P37288. hit rate 0.25% among 320,000. activation, % at 3 µM. Fluo-8 calcium fluorescence, agonist mode; 0% DMSO, 100% 3 nM vasopressin;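 active = activation above the mean activation of all tested compounds plus 3 SD, per screening run, cut at about 20% in these data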;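 also: signal is peak over basal fluorescence ratio across a 100 second FLIPR read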
# CHO parental Ca: ATP-evoked calcium signal inhibitors, parental CHO, primary screen, counter-screen for OX1R antagonist project, cell-based, fluorescence, Fluo-8 calcium dye. parental CHO-K1, ATP-induced calcium, Fluo-8 fluorescence. inhibition, % at 5.6 µM. hit rate 0.63% among 330,000;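 active = inhibition above that plate's mean sample inhibition plus 3 SD, cut at about 26% in these data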;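 also: 0% = ATP-challenged DMSO wells and 100% = DMSO wells without ATP; some compounds past the cut are filed as inactive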
#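 Assay system: parental CHO cells; Read-out basis: percent inhibition of ATP-evoked calcium rise, normalized to controls; Benchmarks: ATP and no-ATP DMSO wells; Compound dosing: single nominal dose of 5.6 µM per compound; Signal: Fluo-8 calcium dye fluorescence; Also added: ATP as calcium-mobilizing challenge; Repeats: singlicate.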
# M1 ag: human M1 muscarinic receptor agonists, primary screen, Fluo-8 calcium fluorescence, CHO-K1 cells, HTS. Muscarinic acetylcholine receptor M1 (Homo sapiens), P11229. CHO-K1 hM1, agonist mode; 0% DMSO, 100% acetylcholine EC100. activation, % at 3 µM. hit rate 0.33% among 360,000;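 active = activation above the run's mean compound activation plus 3 SD, cut at about 16% in these data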;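 also: peak over basal fluorescence ratio within a 140 s kinetic read after compound addition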
# OXTR agonist: human OXTR agonists, primary screen, fluorescence, CHO-OTR cells, Fluo-8 calcium; Fluo-8 calcium fluorescence; normalized: DMSO 0%, oxytocin 100%; hit rate 0.32% among 320,000; Oxytocin receptor (Homo sapiens), P30559; activation, % at 3 µM; AID 2435, 2010;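 active = activation above the mean of all tested compounds plus 3 SD, cutoff set per screening run, cut at about 20% in these data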;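 also: peak over basal fluorescence ratio from a 100 s FLIPR kinetic read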
# CHRM1 PAM: human M1 muscarinic receptor positive allosteric modulators, primary screen, CHO-K1 cells, Fluo-8 calcium fluorescence, 1536-well. Muscarinic acetylcholine receptor M1 (Homo sapiens), P11229. CHO-K1 hM1, ACh EC20; 0% = ACh EC20, 100% = maximal ACh. activation, % at 3 µM. hit rate 0.088% among 360,000. AID 588819, 2011; in the data active = activation above about 19%, passing the limit was not always enough
# * = called active by the depositor; nt = not tested or not shown.
1) O=C1CCCc2c1cc(C(=O)NCCCN1CCOCC1)c(=O)n2-c1ccc(Cl)cc1
2) COc1ccc(NC(=O)CSc2nnc3ccc(-c4ccccn4)nn23)cc1OC
3) NCCCC[C@@H]1NC(=O)[C@H](CCC(=O)O)NC(=O)c2cc([N+](=O)[O-])cc(I)c2NCC[C@@H](C(N)=O)NC1=O
4) O=C(COC(=O)c1ccc(Cl)c(Cl)c1)Nc1cccnc1Cl
5) COc1ccc(OCC(=O)NNC(=O)c2cccc(C)c2)cc1
6) COc1ccc(/C=C2\SC(=S)N(CCCC(=O)Nc3ccccc3C(=O)O)C2=O)cc1OC
7) CCCCSCCCNC(=O)c1cn(CC)c2ccc(S(=O)(=O)N3CCOCC3)cc2c1=O
8) Cc1cccc(OC(=O)c2ccc3nccnc3c2)c1
compound no.	1	2	3	4	5	6	7	8
OXTR potentiator	-2	3	-3	-5	-6	-11	-3	1
CHRM1 antagonist	0	-16	2	-3	-9	0	-2	-6
M1 ag	-10	-1	-7	-3	-3	0	-5	-1
CHO parental Ca	-10	-6	-3	-8	-1	-1	-5	-8
TAAR1 antagonist	5	-10	nt	-6	-9	-48	-24	-5
CHRM1 PAM	-1	8	-4	8	8	0	-2	5
OXTR agonist	-0.6	-0.1	-0.5	1.0	-1.1	0.8	0.1	1.7
TAAR1 agonist	0	0	nt	9	9	2	2	2
V1aR counter	0.0	3.6	0.6	2.5	0.2	2.6	6.6	0.4

# Screen by screen, from the results shown.
# CHRM1 PAM, nos. 1–8, in order: -1, 8, -4, 8, 8, 0, -2, 5

# Returning to the listing; the 4 compounds before the break are reprinted first.
5) COc1ccc(OCC(=O)NNC(=O)c2cccc(C)c2)cc1
6) COc1ccc(/C=C2\SC(=S)N(CCCC(=O)Nc3ccccc3C(=O)O)C2=O)cc1OC
7) CCCCSCCCNC(=O)c1cn(CC)c2ccc(S(=O)(=O)N3CCOCC3)cc2c1=O
8) Cc1cccc(OC(=O)c2ccc3nccnc3c2)c1
9) CN1C=CC=C/C1=C1\SC(=S)N(c2ccccc2)C1=O
10) CCNc1nc(NCC)nc(N/N=C/c2cc(OC)c(OC)c(OC)c2)n1
11) CCOC(=O)N1CCN(C(=O)c2ccccc2N(Cc2ccccc2)S(=O)(=O)c2ccccc2)CC1
12) CN(CCCNC(=O)CSc1cc(=O)n(C)c2ccc(Cl)cc12)Cc1ccccc1
13) Cc1ccc(OC(=O)NC2CCS(=O)(=O)C2)cc1C (configuration not stated)
14) COc1cc(/C=N/NC(=O)c2cccc(NC(=O)c3ccccc3Cl)c2)ccc1O
15) COCCNC(=O)c1ccc(C2SCC(=O)N2CCc2ccccc2)cc1 (configuration not stated)
16) COc1cc(NC(=O)c2ccc(NS(=O)(=O)c3c(C)noc3C)cc2)cc(OC)c1
compound no.	5	6	7	8	9	10	11	12	13	14	15	16
OXTR potentiator	-6	-11	-3	1	-6	-3	-3	-3	-4	-18	nt	-3
CHRM1 antagonist	-9	0	-2	-6	11	-2	0	4	-4	12	-15	-3
M1 ag	-3	0	-5	-1	-5	-4	-7	-8	-4	-2	-3	-3
CHO parental Ca	-1	-1	-5	-8	-19	-16	-22	-13	-6	2	nt	-15
TAAR1 antagonist	-9	-48	-24	-5	-6	5	4	-14	3	53*	4	5
CHRM1 PAM	8	0	-2	5	-4	5	1	-13	3	-20	7	5
OXTR agonist	-1.1	0.8	0.1	1.7	-0.6	-0.9	-0.7	-0.6	0.6	0.6	nt	2.4
TAAR1 agonist	9	2	2	2	10	6	-2	0	1	15	3	7
V1aR counter	0.2	2.6	6.6	0.4	0.6	0.7	1.5	-1.2	0.0	-0.3	nt	-0.1

# With a hit mark in TAAR1 antagonist, among the entries above:
No.	mol	OXTR potentiator	CHRM1 antagonist	M1 ag	TAAR1 antagonist	CHRM1 PAM
14	COc1cc(/C=N/NC(=O)c2cccc(NC(=O)c3ccccc3Cl)c2)ccc1O	-18	12	-2	53*	-20

# Following part.
17) CC(C)CN(C(=O)C1CCCCC1)C1CCS(=O)(=O)C1 (configuration not stated)
18) NS(=O)(=O)c1ccc(NC(=O)COC(=O)CSc2n[nH]c(-c3ccccc3)n2)cc1
19) Cc1ccc(S(=O)(=O)Nc2ccc3c(c2)C(=O)NC3=O)cc1[N+](=O)[O-]
20) CC(CNC(=O)c1ccccc1Cl)NC(=O)c1ccccc1Cl (configuration not stated)
21) CC(=O)c1sc(C(C)(C)C)cc1NC(=O)CCC(=O)O
22) Cc1ccccc1-n1ncc(C(C)NS(=O)(=O)c2ccccc2Cl)c1C (configuration not stated)
23) COc1cccc(N2CCN(S(=O)(=O)c3ccc4ccccc4c3)CC2)c1
24) O=C(C1CC12CCCC2)N1CCC(CO)(Cc2ccccc2Cl)CC1 (configuration not stated)
compound no.	17	18	19	20	21	22	23	24
OXTR potentiator	-7	0	3	-5	-6	nt	nt	-18
CHRM1 antagonist	-1	-4	-3	3	-15	-21	-9	-3
M1 ag	-3	-5	-2	-1	-3	0	0	-5
CHO parental Ca	5	-2	-5	11	7	nt	nt	-4
TAAR1 antagonist	-5	4	-6	-29	4	-20	-5	-3
CHRM1 PAM	1	1	4	6	16	12	7	3
OXTR agonist	1.0	-0.4	0.4	-0.5	-0.1	nt	nt	1.7
TAAR1 agonist	0	4	0	3	0	1	0	19
V1aR counter	0.2	0.2	-0.5	-0.3	1.0	nt	nt	1.3

# Only TAAR1 agonist, OXTR potentiator and CHRM1 PAM (2 entries from above):
no. | smiles | TAAR1 agonist | OXTR potentiator | CHRM1 PAM
11 | CCOC(=O)N1CCN(C(=O)c2ccccc2N(Cc2ccccc2)S(=O)(=O)c2ccccc2)CC1 | -2 | -3 | 1
12 | CN(CCCNC(=O)CSc1cc(=O)n(C)c2ccc(Cl)cc12)Cc1ccccc1 | 0 | -3 | -13
